Source: PubChem BioAssay (National Center for Advancing Translational Sciences (NCATS))
GALK inhibitor – GALK (human) enzyme inhibition. P51570. recombinant GALK, Kinase-Glo ATP luminescence, 1 h. Potency, µM (series often up to 57.5 µM), without a hit: at the highest dose activity, negative = inhibition, most hits filed as inhibitors. 44,000 tested, under 10 active. AID 1347072;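 also: plate controls were full GALK reaction for no effect and reaction lacking GALK for full effect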
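Human GALK (5 nM) was incubated with 35 uM ATP and 100 uM galactose in 20 mM HEPES pH 8.0 with MgCl2, NaCl, DTT and BSA for 1 h at room temperature. Remaining ATP was measured by Kinase-Glo Plus luminescence.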
NTMT1 inh – inhibitors of human N-terminal methyltransferase NTMT1. AID 1645870. Potency, µM (doses to about 114 µM), inactives show at the highest dose activity change, negative = inhibition, usual class: inhibitors. NTMT1 MTase-Glo SAH luminescence, purified enzyme. 59,000 compounds, 2.5% hits. Q9BV86;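 also: potency is read from the fitted curve at half-maximal effect; plate controls were DMSO vehicle for no effect and no enzyme for full effect; nearly all actives have a fitted effect of over 65% in size; many of its hits are not listed in these tables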
p53null 39C tox – selectivity test: cytotoxicity in p53 null cells, nonpermissive temperature | H1299 p53-null (neo) cells, 39C, ATPlite viability, 24 h | AID 904 | Potency, µM (top dose mostly 46.1 µM), without a hit: at the highest dose activity, negative = cell killing, most hits filed as cytotoxic | 55,000 compounds, 0.97% hits;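 also: potency is read from the fitted curve at half-maximal effect; 0% = DMSO only and -100% = full killing by 100 µM tamoxifen; nearly all actives have a fitted effect of over 50% in size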
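Luminescent ATP signal reported cell survival after H1299 lines (neo, p53 null; or p53 A138V) received up to 46 uM compound and 24 hr incubation at 39C.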
PTAP-TSG101 blk – blocks PTAP binding to human TSG101, validation; Q99816; Potency, µM (top dose mostly 115 µM), without a hit: top-dose activity change, negative = inhibition, usual class: inhibitors; AID 1347069; 44,000 tested, under 10 active; Fluorescence polarization, FITC-PTAP peptide/Tsg101, 20 min; also: potency is read from the fitted curve at half-maximal effect; 0% is about no effect
Target sequence (Q99816 whole entry, looked up): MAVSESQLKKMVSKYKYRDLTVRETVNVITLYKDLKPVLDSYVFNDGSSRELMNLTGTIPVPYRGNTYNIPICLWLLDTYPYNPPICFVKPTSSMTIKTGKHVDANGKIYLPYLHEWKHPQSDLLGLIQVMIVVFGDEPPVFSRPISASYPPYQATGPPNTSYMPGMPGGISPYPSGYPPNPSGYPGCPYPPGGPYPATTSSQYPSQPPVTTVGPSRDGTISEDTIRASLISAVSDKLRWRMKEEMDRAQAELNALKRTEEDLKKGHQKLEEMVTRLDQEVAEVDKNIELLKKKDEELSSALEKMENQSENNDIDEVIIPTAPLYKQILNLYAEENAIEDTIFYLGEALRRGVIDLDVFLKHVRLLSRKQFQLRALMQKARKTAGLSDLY
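FITC-labeled PTAP peptide (50 nM final) binding to Tsg101 binding domain (10 uM final) read by fluorescence polarization after 20 min at r.t. in HEPES pH 7.5 buffer. Actives by CRC class, <25 µM.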
B2AR arrestin ag – agonists recruiting beta-arrestin to human beta2-adrenergic receptor. 44,000 tested, under 10 active. HTLA Tango cells, beta-arrestin recruitment, luciferase luminescence, 18 h. P07550. Potency, µM (highest dose often 46.1 µM), without a hit: at the top dose activation, actives largely listed as activators;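 also: potency is read from the fitted curve at half-maximal effect; 0% = DMSO and full agonism = EC100 isoproterenol or metaproterenol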
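Receptor–beta-arrestin recruitment read by tTA-responsive luciferase: compound titrations (up to 46 µM) incubated 18 h with Tango cells, then luminescent substrate 15 min at room temperature. Concentration-response fits classified by r2, efficacy and activity.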
FH mod – Identification of activators of human fumarate hydratase by quantitative high-throughput screening; Fumarate hydratase, mitochondrial (Homo sapiens), P07954; FH coupled MDH/diaphorase resazurin fluorescence, 15 min; Potency, µM (top dose mostly 79.9 µM), inactives show top-dose activity change, negative = inhibition, hits mostly inhibitors; 54,000 compounds, 0.22% hits; also: potency is read from the fitted curve at half-maximal effect; % is scaled to controls: 0 for no effect and ±100 for the full control effect; the screen sought activators but most active calls are inhibition curves; nearly all actives have a fitted effect of over 45% in size
Target sequence (P07954 whole entry, looked up): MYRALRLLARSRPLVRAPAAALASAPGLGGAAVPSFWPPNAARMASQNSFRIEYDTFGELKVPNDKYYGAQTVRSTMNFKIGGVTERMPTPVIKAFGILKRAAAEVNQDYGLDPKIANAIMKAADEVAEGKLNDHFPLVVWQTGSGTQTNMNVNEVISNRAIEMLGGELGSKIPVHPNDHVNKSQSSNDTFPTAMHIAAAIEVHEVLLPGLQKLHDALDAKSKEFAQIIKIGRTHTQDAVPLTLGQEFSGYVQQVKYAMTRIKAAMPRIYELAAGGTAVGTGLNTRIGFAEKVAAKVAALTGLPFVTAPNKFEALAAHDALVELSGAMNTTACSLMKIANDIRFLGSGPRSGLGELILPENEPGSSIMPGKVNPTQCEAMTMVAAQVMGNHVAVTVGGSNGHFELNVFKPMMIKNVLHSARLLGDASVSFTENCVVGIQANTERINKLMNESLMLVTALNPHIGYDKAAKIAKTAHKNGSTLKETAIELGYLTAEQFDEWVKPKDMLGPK
p53null 32C kill – kills p53 null cells at the permissive temperature; H1299-neo p53 null cells, ATP luminescence, 24 h, 32C; Potency, µM (titrated, usually from 46.1 µM), inactives show top-dose activity change, negative = cytotoxicity, usual class: cytotoxic; 55,000 compounds, 0.62% hits; AID 903;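 also: potency is read from the fitted curve at half-maximal effect; 0% = DMSO only and -100% = full killing by 100 µM tamoxifen; nearly all actives have a fitted effect of over 55% in size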
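Cells lacking p53 (H1299-neo) are plated at 600 per well and allowed to settle overnight at 37C. Test compounds (up to 46 uM) are added and held 24 hours at 32C, then ATP is quantified by luminescence.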
Starred values were filed as active, the others as inactive; ? = inconclusive; . = no result given; [ ] = dose if it differs, or a comment. Calls follow the shape of the dose curve; as a rule, active = well fitted curve in the direction sought with a large enough effect; inconclusive = small, poorly fitted or top-dose-only effect, or another doubt; inactive = no such curve, though single readings can be large; an effect the other way counts as inactive or inconclusive. This is a subset, so the mix of outcomes need not match the whole.

| Structure | p53null 32C kill | B2AR arrestin ag | GALK inhibitor | PTAP-TSG101 blk | FH mod | p53null 39C tox | NTMT1 inh |
| --- | --- | --- | --- | --- | --- | --- | --- |
| O=C(NC1CCCC1)c1ccc2c(c1)N(Cc1ccccc1Cl)C(=O)c1ccccc1S2 | 20% | 1% | 1% | 4% | -18% | 25% | 4% |
| CCCc1nnc(NC(=O)Cc2coc3c(C)c(C)ccc23)s1 | -5% | 1% | -1% | 1% | 4% | -1% | 23% |
| COc1cccc(CNC(=O)CCCn2ncn3c(cc4occc43)c2=O)c1 | -3% | -1% | 0% | -1% | -6% | -11% | 4% |
| Cn1c(=O)n(Cc2ccccc2Cl)c(=O)c2c1nc1n2CCN1c1ccccc1 | 13% | 0% | -3% | 0% | 0% | -4% | 6% |
| Cc1ccccc1-c1noc(-c2ccc(NCc3ccco3)c([N+](=O)[O-])c2)n1 | -12% | -3% | -1% | 0% | -4% | 8% | ? |
| Cc1ccc(S(=O)(=O)c2cn(CC(=O)Nc3ccccc3C)c3cc4c(cc3c2=O)OCO4)cc1 | ? | 0% | 6% | 1% | -15% | -11% | -8% |
| COc1ccc(Nc2cc(C(=O)NCc3cccs3)c3ccccc3n2)cc1 | -6% | 0% | 9% | 3% | -15% | 1% | 8% |
| CCOc1ccc(C2c3c(oc4cc(C)c(C)cc4c3=O)C(=O)N2c2ccccn2)cc1 (stereo unspecified) | -3% | -2% | 2% | 0% | 5% | -18% | -15% |
| COc1cccc(C(c2sc3nc(-c4ccco4)nn3c2O)N2CCN(C)CC2)c1 (stereo unspecified) | -8% | -2% | -5% | 2% | -5% | 24% | 18% |
| CCOc1ccccc1N(CC)C(=O)Cn1ncc2c([nH]c3ccccc32)c1=O | -8% | 3% | -3% | 2% | -5% | -9% | 0% |
| Cc1cccc(C)c1-n1ncc(C(=O)NCCN2CCOCC2)c1C1CCN(C(=O)OC(C)(C)C)CC1 | 8% | 0% | 1% | 0% | 3% | -7% | -8% |
| CC(C)c1ccc(NC(=O)Cn2c(=O)n(Cc3nc(-c4ccccc4)no3)c(=O)c3cc4c(cc32)OCO4)cc1 | -3% | 2% | -2% | 1% | -10% | -13% | 1% |
| CCc1ccccc1NC(=O)CN1C(=O)COc2ccc(S(=O)(=O)Nc3ccccc3)cc21 | 1% | 0% | 1% | 0% | -9% | 11% | 18% |
| CCOc1ccc(CNS(=O)(=O)c2ccc3[nH]c(=O)ccc3c2)cc1 | 0% | -1% | -1% | -1% | -2% | 36%[activator] | 6% |
| CC(=O)Nc1ccc(NC(=O)CCCc2nc(-c3ccc(C(C)(C)C)cc3)no2)cc1 | -29% | 0% | -1% | -2% | 4% | ? | 9% |
| COc1ccc(CCNC(=O)CCCn2c(=O)c3ccccc3n(CC(=O)Nc3cccc(C)c3)c2=O)cc1OC | 13% | 2% | 1% | 1% | -2% | -16% | ? |
| CCc1ccc(NC(=O)C2CCCN(S(=O)(=O)c3ccc4c(c3)CCCN4C(C)=O)C2)cc1 (stereo unspecified) | 9% | -1% | 0% | 2% | -10% | 12% | 28% |
| CCOC(=O)c1cc(C)n(CC2CCC(C(=O)Nc3ccc(OC)c(OC)c3)CC2)c1C (stereo unspecified) | -5% | 0% | 4% | 1% | . | 5% | . |
| CCS(=O)(=O)c1nc(S(=O)(=O)c2ccc(C)cc2)c(NCc2ccc(Cl)cc2)s1 | 4% | -4% | -1% | -2% | -13% | -5% | 0% |
| Cc1nn(CCCC(=O)Nc2cccc(F)c2)c(=O)c2c1sc1ccccc12 | -28% | -3% | 4% | 2% | -21% | 2% | 7% |
| COc1ccccc1N1CCN(C(=O)Cn2c(=O)n3nc(-c4cccc(C)c4)nc3c3ccccc32)CC1 | -1% | -3% | -3% | -4% | -1% | -14% | -5% |
| Cc1oc2ncn(C)c(=O)c2c1C(=O)N1CCN(c2ccccc2)CC1 | -4% | 1% | -9% | 1% | 2% | 20% | 1% |
| O=C(NCCc1ccccc1)c1nnc(Cc2cccc(F)c2)o1 | -1% | -1% | 1% | -6% | -3% | 9% | 5% |
| Cc1ccc(CCNC(=O)CN(c2cc(C)cc(C)c2)S(=O)(=O)c2c(C)noc2C)cc1 | 4% | 1% | 0% | 4% | 0% | 12% | 12% |
| Cc1ccc(Cn2c(=O)n(-c3ccc(C)cc3)c(=O)c3c2c2cc(C)ccc2n3C)cc1 | -2% | 0% | -5% | -2% | 5% | -7% | 7% |
| COc1ccc(-n2c(=O)c3c(c4cc(OC)ccc4n3C)n(Cc3cccc(C)c3)c2=O)cc1 | -6% | -1% | 1% | 0% | -4% | -5% | 22% |
| COc1ccccc1Cn1c(CNS(=O)(=O)c2ccc3c(c2)CCCC3)nc2cccnc21 | -6% | -1% | 6% | 14% | -7% | 13% | 22% |
| Cc1ccccc1OCC(=O)Nc1ccccc1C(=O)OCc1cc(=O)n2ccsc2n1 | -9% | -1% | -1% | -7% | -12% | 24% | 2% |
| CSc1ccc(/C=C/c2nc3ccccc3n2S(=O)(=O)c2ccc(F)c(C)c2)cc1 | 7.9µM* | -1% | 10% | -10% | -20% | 10µM* | 16µM* |
| Cc1ccc(-c2nc(SCC(=O)NCc3ccco3)c3c(=O)n(C)c(=O)n(C)c3n2)cc1 | -11% | -1% | 0% | -6% | -1% | -5% | 8% |

Already shown: two of the compounds above.
| Structure | p53null 32C kill | B2AR arrestin ag | GALK inhibitor | PTAP-TSG101 blk | FH mod | p53null 39C tox | NTMT1 inh |
| --- | --- | --- | --- | --- | --- | --- | --- |
| CSc1ccc(/C=C/c2nc3ccccc3n2S(=O)(=O)c2ccc(F)c(C)c2)cc1 | 7.9µM* | -1% | 10% | -10% | -20% | 10µM* | 16µM* |
| Cc1ccc(-c2nc(SCC(=O)NCc3ccco3)c3c(=O)n(C)c(=O)n(C)c3n2)cc1 | -11% | -1% | 0% | -6% | -1% | -5% | 8% |

(cont.)
| Structure | p53null 32C kill | B2AR arrestin ag | GALK inhibitor | PTAP-TSG101 blk | FH mod | p53null 39C tox | NTMT1 inh |
| --- | --- | --- | --- | --- | --- | --- | --- |
| COc1cc(OC)c(NC(=O)CSc2nc3ccncc3[nH]2)cc1Cl | 4% | -3% | 0% | -3% | -2% | 2% | -8% |
| Cc1ccccc1NC(=O)Cn1c(=O)n(-c2ccc(CC(=O)NCC3CCCO3)cc2)c(=O)c2ccccc21 (stereo unspecified) | 12% | 1% | 2% | 0% | -3% | 20% | 15% |
| CCc1ccccc1NC(=O)CCc1c(C)nn(-c2ccc(N3CCOCC3)nn2)c1C | -5% | 0% | -2% | -6% | ? | -3% | 9% |
| CCn1c(C)c(C)c2cc(C(=O)NCc3cccc(C)c3)ccc21 | 10% | 0% | 0% | 6% | -18% | 18% | 9% |
| CCc1ccccc1NC(=O)c1cc2c(Cl)nc3ccccc3c2s1 | -2% | -1% | 8% | 0% | -18% | 13% | 9% |
| CCOc1ccc(S(=O)(=O)N(CC(=O)NCCSCc2ccc(C)cc2)c2ccccc2)cc1 | -8% | 0% | 1% | 0% | 6% | 16% | 4% |
| COc1ccc(/C=C/C(=O)Nc2cc(-c3nc4ccccc4o3)ccc2OC)cc1 | -16% | -1% | 2% | 5% | -6% | -23% | 0% |
| CCOc1ccc(NC(=O)CCC(=O)N2CC(C)Oc3ccc(C)cc32)cc1 (stereo unspecified) | -4% | -1% | 0% | -1% | -5% | 7% | 3% |
| Cc1ccccc1Nc1nnc(-c2ccc(C)c(S(=O)(=O)NCC3CCCO3)c2)c2ccccc12 (stereo unspecified) | 12% | 1% | 1% | -9% | -26% | 5% | 10% |
| Cc1ccc(C)c(N2CCN(CCCNC(=O)Nc3ccc(Cl)cc3)CC2)c1 | ? | 0% | -6% | 0% | -20% | 5µM* | -18% |
| Cc1ccc(C)n1-c1nnc(N2CCCC(C(=O)NCc3cccc(Cl)c3)C2)s1 (stereo unspecified) | -3% | -3% | 8% | 1% | -11% | -15% | -15% |
| Cc1cccc(-n2c(=O)c3c(c4cc(C)ccc4n3C)n(C)c2=O)c1 | 0% | -1% | 2% | 3% | -3% | 8% | 16% |
| O=C(Nc1cc(F)ccc1F)c1ccc(CN2CC(=O)N3CCCCC3C2=O)cc1 (stereo unspecified) | -7% | 1% | 2% | 3% | -5% | -11% | 17% |
| CCn1c2ccccc2c2cc(NC(=O)COc3ccc(C)c(C)c3)ccc21 | -5% | -1% | 4% | 3% | -6% | ? | 12% |
| O=C(NCc1ccc(Cl)cc1)C1CCN(c2ncnc3c2nc2n3CCCCC2)CC1 | -7% | 0% | -7% | -3% | 6% | -8% | 9% |
| Cc1ccc(Cl)cc1NC(=O)c1oc2c(c1C)-c1[nH]ncc1CC2 | 6% | -1% | 3% | -4% | -22% | -14% | ? |
| Cc1ccc(N2CC(NC(=O)CCc3ccccc3)CC2=O)cc1C (stereo unspecified) | 3% | -3% | 2% | -3% | -5% | -6% | 0% |
| COc1ccc2c(c1)CCc1c(C(=O)Nc3c(C)nn(Cc4ccccc4Cl)c3C)noc1-2 | 11% | -1% | 7% | 2% | -29% | 18% | 11% |
| CCN(CC)CCCNC(=O)c1nn(C)c2c1CSc1ccccc1-2 | ? | -3% | 3% | 2% | 0% | ? | 4% |
| COC(=O)N1CCCc2cc(S(=O)(=O)N3CCN(c4ccccc4)CC3)ccc21 | 27% | 6% | 3% | 0% | -29% | -4% | 1% |
| O=C(c1ccc2c(c1)N(Cc1ccc(Cl)cc1)C(=O)c1ccccc1S2=O)N1CCOCC1 (stereo unspecified) | -1% | 0% | -2% | 0% | -14% | -11% | -2% |
| COc1ccccc1NC(=O)c1ncoc1-c1ccco1 | -8% | 0% | -1% | -1% | 1% | -15% | -6% |
| COc1ccccc1C(=O)Nc1ccc(C(=O)OCc2cc(=O)n3nc(C)sc3n2)cc1 | ? | 0% | 1% | -5% | -2% | -2% | -9% |
| Cc1ccc(N2CCN(S(=O)(=O)c3cc(C(=O)Nc4cc(Cl)cc(Cl)c4)ccc3F)CC2C)cc1 (stereo unspecified) | 1% | 0% | 1% | 0% | -9% | -15% | -4% |
| COc1ccc(C2=NN(CC(=O)NCCCN(C)c3ccccc3)C(=O)CC2)cc1 | -10% | 5% | -3% | 2% | -20% | 6% | ? |
| COC(=O)c1cc(NC(=O)Nc2ccc3snnc3c2)cc(C(=O)OC)c1 | -6% | -4% | 2% | 0% | -18% | 29% | ? |
| CCOCCCNc1nc2c(S(=O)(=O)c3ccc(CC)cc3)nnn2c2ccc(Cl)cc12 | -3% | -2% | 6% | -6% | -16% | -16% | -6% |
| COc1ccc(OC)c(CNC(=O)c2cc3c(=O)oc4ccc(C)cc4c3s2)c1 | 2% | 1% | 8% | 2% | -6% | -8% | -8% |
| COc1ccc(-c2[nH]c(-c3ccc(OC)c(OC)c3)nc2SCC(=O)Nc2ccccc2)cc1 | 0% | 6% | -9% | 0% | ? | -17% | 8% |
